# Exocytosis inh: lytic granule exocytosis inhibition | AID 651702 | inhibition, % at 10 µM | 360,000 compounds, 0.66% hits | TALL-104 LAMP-1 surface exposure, flow cytometry; cells stimulated with thapsigargin and PMA;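 active means inhibition above about 55%, limit read from the data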
# MC4R barr agon: agonists of human melanocortin 4 receptor (MC4R) beta-arrestin; activation, % at 8.9 µM; P32245; 360,000 compounds, 0.98% hits; AID 540308; U2OS MC4R beta-arrestin complementation, luminescence; percent of melanotan II response, DMSO zero;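 active means activation above a per-plate cutoff, the mean activation of sample wells on that plate plus 3 SD, cut at about 8% in these data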
# Vif inh: inhibitors of HIV Vif; HEK293T cells, Vif self-association by quenched fluorescence, imaging, 24 h; inhibition, % at 7.49 µM; 340,000 compounds, 0.35% hits; AID 602346; in the data active means inhibition above about 50%, passing the limit was not always enough; further: some results filed as inactive read as strong as hits
# NOD2-RIPK2 inh: inhibitors of human NOD2-RIPK2 interaction; CHO BLA complementation NOD2-RIPK2, CCF4 ratio; O43353; inhibition, % at 4.98 µM; 360,000 compounds, 0.38% hits; in the data active means inhibition above about 21%;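 further: 0% = vehicle only and 100% = reference blocker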
# ABHD5-PLIN5 inh: inhibitors of human ABHD5-perilipin-5 interaction; inhibition, % at 4 µM; Split G. princeps luciferase complementation, luminescence, 4 h; Q00G26+Q8WTS1; AID 602281; 360,000 compounds, 0.78% hits;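 active means inhibition above the mean inhibition across every tested compound plus 3 SD, cut at about 22% in these data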;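 further: 0% = DMSO only wells and the 100% control is not disclosed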
# Target sequence (Q00G26 whole entry, looked up): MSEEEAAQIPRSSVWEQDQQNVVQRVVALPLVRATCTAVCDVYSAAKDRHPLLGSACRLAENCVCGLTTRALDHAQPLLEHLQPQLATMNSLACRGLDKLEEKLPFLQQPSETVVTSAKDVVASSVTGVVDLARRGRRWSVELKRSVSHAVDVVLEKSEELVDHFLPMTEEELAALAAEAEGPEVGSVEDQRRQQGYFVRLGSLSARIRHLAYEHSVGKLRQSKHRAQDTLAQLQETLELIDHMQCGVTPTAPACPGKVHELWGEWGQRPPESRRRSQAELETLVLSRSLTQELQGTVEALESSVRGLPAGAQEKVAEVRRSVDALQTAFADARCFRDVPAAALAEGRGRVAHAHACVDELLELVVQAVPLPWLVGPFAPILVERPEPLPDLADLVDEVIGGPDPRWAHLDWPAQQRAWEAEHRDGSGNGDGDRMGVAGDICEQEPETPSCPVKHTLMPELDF
# Target sequence (Q8WTS1 whole entry, looked up): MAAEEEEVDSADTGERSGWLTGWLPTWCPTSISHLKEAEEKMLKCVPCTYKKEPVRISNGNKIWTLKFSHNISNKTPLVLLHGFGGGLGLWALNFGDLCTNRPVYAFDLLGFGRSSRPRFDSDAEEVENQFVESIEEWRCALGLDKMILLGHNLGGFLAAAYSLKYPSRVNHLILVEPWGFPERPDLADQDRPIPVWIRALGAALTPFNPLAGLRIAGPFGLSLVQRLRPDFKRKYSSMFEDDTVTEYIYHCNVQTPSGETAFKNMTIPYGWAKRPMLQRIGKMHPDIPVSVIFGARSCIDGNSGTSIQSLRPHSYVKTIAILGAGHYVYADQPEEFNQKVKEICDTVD
# N-glyco inh: N-linked glycosylation inhibition | D54 ERlucT glycosylation luciferase reporter, 24 h; percent of 100 nM tunicamycin response | reporter increase, % at 12.5 µM | 360,000 compounds, 0.23% hits;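 active means mean luciferase reporter signal, scaled so untreated is 0 and the glycosylation-blocking control 100, at or above a set limit in every replicate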;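 further: luciferase carries N-glycosylation sites so blocking glycosylation raises the light; 0% = median of neutral control wells and 100% = median of 100 nM tunicamycin wells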
# aDG glyco up: alpha-DG glycosylation activation; Pro5-aDG cells, alpha-DG glycosylation AlphaScreen (IIH6); 0% Pro5, 100% B10-LARGE cell signal; AID 624168; 360,000 compounds, 0.22% hits; activation, % at 10 µM;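 active means activation of at least 8% versus controls, or a plate z-score of at least 8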;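 further: Pro5 are CHO cells carrying HIG-tagged alpha-DG that lacks glycosylation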
# MC4R antag cAMP: human MC4R antagonism in cAMP assay; 360,000 compounds, 0.48% hits; AID 540295; MC4R-expressing cells, MTII-stimulated cAMP, LANCE TR-FRET; inhibition, % at 6.5 µM;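 active means inhibition above its plate's cutoff, the mean of tested wells on that plate plus 3 SD, cut at about 29% in these data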;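 further: 0% = Melanotan II alone and 100% = Melanotan II plus saturating MCL0020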
#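 Assay system: human MC4R-expressing U2OS cells; reagent: Melanotan II stimulation of cells; dosing: 6.5 µM single dose; timing: compound 30 min, challenge 1 h, detection 1 h; signal: TR-FRET cAMP assay; replicates: one well per compound, no replicates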
# ABCB6 inh MLPCN: inhibitors of human ABC transporter ABCB6. Q9NP58. K562-ABCB6 porphyrin accumulation, flow cytometry, 1 h; active compounds read low. fluorescence ratio to DMSO, % at 10 µM. 360,000 compounds, 0.19% hits;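 active means fluorescence ratio to DMSO below 75%, the collection mean minus 3 SD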;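 further: signal is porphyrin accumulated inside mitochondria; 100% equals median channel fluorescence of DMSO control wells; lower ratio means ABCB6 inhibition with less porphyrin fluorescence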
# TLR9-MyD88 inh: inhibitors of human TLR9-MyD88 binding; 340,000 compounds, 0.21% hits; Q9NR96+Q99836; CHO BLA complementation TLR9-MyD88, CCF4 FRET ratio; inhibition, % at 4.98 µM;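 active means inhibition above the mean over all tested compounds plus 3 SD, cut at about 21% in these data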;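 further: 0% = DMSO only wells and 100% = clavulanate BLA inhibitor control wells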
# Starred values were filed as active, the others as inactive; x = not tested or not shown. Only part of the results is shown. The share of hits here may be higher or lower than overall.
SMILES,Exocytosis inh,MC4R barr agon,Vif inh,NOD2-RIPK2 inh,ABHD5-PLIN5 inh,N-glyco inh,aDG glyco up,MC4R antag cAMP,ABCB6 inh MLPCN,TLR9-MyD88 inh
COc1ccc(CC(C)N2CCN(Cc3ccccc3)CC2)cc1OC (configuration not stated),-0.5,0.0,4.6,-9.9,-4.4,1.3,0.0,-3.6,102.0,1.2
CC(CN1C(C)CCCC1C)OC(=O)c1ccccc1Br (configuration not stated),1.4,-0.8,4.8,0.2,4.6,1.2,0.1,17.5,101.0,-14.3
NC(=O)C(c1cccc(Cl)c1)c1ncc(C(F)(F)F)cc1Cl (configuration not stated),-3.8,-2.0,9.5,-9.2,-3.2,0.1,0.0,1.9,103.0,-0.8
COc1ccc(C(CC(=O)O)n2cnnn2)cc1 (configuration not stated),-0.9,0.9,-8.5,-4.0,-4.8,1.6,0.1,-9.9,96.0,-17.2
N#CC1=C2SCN(Cc3ccccc3)CN2C(=O)CC1c1ccc2c(c1)OCO2 (configuration not stated),1.0,-1.0,3.5,-7.8,-22.2,-1.1,0.0,5.1,92.0,6.0
COc1cccc(CN(C)C(=O)Cn2cc(C)c(=O)[nH]c2=O)c1,-5.1,-0.4,-5.8,10.7,-7.4,2.4,-0.4,4.8,102.0,-3.5
O=C(CN1C(=O)CSc2ccc(S(=O)(=O)N3CCCCCC3)cc21)NCCc1ccccc1,-1.2,-1.6,-2.2,2.3,-8.8,-2.4,1.0,0.1,96.0,-15.0
Oc1ccc(/C=N/N2CCOCC2)c(O)c1O,-0.4,0.1,1.9,-7.1,-14.8,-0.2,0.0,-5.2,93.0,-1.7
N/C(=N\OC(=O)c1cccc2ccccc12)c1ccncc1,6.2,-1.1,-8.2,0.2,1.5,5.3,0.1,-4.1,86.0,-3.4
O=C1CCCN1CCC(=O)N1CCCC(CO)(Cc2ccccc2)C1 (configuration not stated),0.0,0.0,6.9,3.4,1.0,2.8,-0.3,12.3,95.0,6.2
CC1=CC(C)[C@@H]2COC(c3ccc(O)cc3)[C@H]1C2C (some centres not stated),-13.1,5.5,0.2,1.2,-3.4,-3.6,-0.1,13.6,92.0,-15.7
CCCC(=O)N(c1ccc(OC)cc1)C1C=CS(=O)(=O)C1 (configuration not stated),6.1,0.0,6.7,-3.0,-4.4,0.3,0.3,1.2,102.0,-2.9
CC(C)c1cc(C(=O)NCCc2ccccc2)no1,-2.9,-0.1,2.6,1.6,-1.9,-2.2,-0.1,4.0,94.0,-5.7
CCOc1c2ccc(C(=O)NCc3ccccc3OC)cc2nn1CC,-4.2,-0.9,-3.1,-1.0,-0.4,-0.9,0.2,-2.0,93.0,0.8
COc1cc(C(=O)NC(=S)NNC(=O)c2cnccn2)cc(OC)c1OC,-8.8,-2.0,-4.0,-6.4,3.5,-3.2,0.3,7.2,89.0,2.3
O=C(O)c1cccc(S(=O)(=O)N2CCCC(c3nc4c(nnn4Cc4ccccc4Cl)c(=O)[nH]3)C2)c1 (configuration not stated),-6.1,-0.3,10.1,-12.9,0.1,2.1,0.1,-13.0,98.0,-8.4
COC(=O)c1ccccc1NC(=O)CN1CCC(n2nnc3cc(C(F)(F)F)ccc32)CC1,-0.2,3.1,2.7,-6.2,0.0,0.1,0.5,9.5,94.0,4.0
O=C1C=CN(Cc2ccccc2)C(c2ccccc2)C1 (configuration not stated),-16.5,0.2,-3.9,-7.3,-2.0,-2.9,0.0,0.4,99.0,2.5
Cc1ccc2c(c1)N(CC(=O)NC1CCCCC1)C(=O)c1cccnc1O2,-2.2,-1.0,-1.2,4.0,5.0,-7.6,0.9,6.3,99.0,-2.9
O=C(COC(=O)c1ccccc1Cl)Nc1cccc(S(=O)(=O)N2CCCCC2)c1,-2.7,0.4,x,-1.1,-7.7,1.3,0.2,16.6,89.0,2.3

# Another view of part of the listing above:
SMILES	Exocytosis inh	MC4R barr agon	Vif inh	NOD2-RIPK2 inh	ABHD5-PLIN5 inh	N-glyco inh	aDG glyco up	MC4R antag cAMP	ABCB6 inh MLPCN	TLR9-MyD88 inh
O=C1C=CN(Cc2ccccc2)C(c2ccccc2)C1 (configuration not stated)	-16.5	0.2	-3.9	-7.3	-2.0	-2.9	0.0	0.4	99.0	2.5
Cc1ccc2c(c1)N(CC(=O)NC1CCCCC1)C(=O)c1cccnc1O2	-2.2	-1.0	-1.2	4.0	5.0	-7.6	0.9	6.3	99.0	-2.9

# (list continues)
SMILES,Exocytosis inh,MC4R barr agon,Vif inh,NOD2-RIPK2 inh,ABHD5-PLIN5 inh,N-glyco inh,aDG glyco up,MC4R antag cAMP,ABCB6 inh MLPCN,TLR9-MyD88 inh
CCOc1cccc(NC(=O)Cc2cccs2)c1,-0.9,1.8,12.6,8.8,0.5,-0.5,-0.1,0.8,99.0,1.5
CC(C)CSC1=NSC2=NC(=O)/C(=C\c3coc4ccccc4c3=O)C(=N)N12,5.5,2.7,5.0,16.5,-0.9,1.0,-0.1,17.5,597.0,9.4
Nc1ccn(C2CC(O)C(CO)O2)c(=O)n1 (configuration not stated),-4.4,-1.2,13.7,-3.1,-4.6,2.2,0.2,-0.4,100.0,-1.4
Cc1ccc(S(=O)(=O)NCC(C)n2cncn2)cc1 (configuration not stated),7.7,1.0,0.6,1.9,1.6,-0.6,-0.1,1.3,92.0,-16.0
CCc1ccccc1NC(=O)CSc1nnc(Cn2nnc3ccccc32)n1C,-2.1,-0.7,4.0,-10.1,1.1,0.2,0.1,-2.2,97.0,2.0
CC(C)c1ccc(O)c(NC(=S)NC(=O)c2cccnc2)c1,0.4,-4.5,-6.5,-7.4,-6.6,1.0,0.2,13.8,94.0,3.5
Oc1csc(Cc2nc(-c3ccccc3F)cs2)n1,0.7,4.5,-0.6,2.2,-15.3,1.1,-0.5,12.0,98.0,-2.4
CCN(CC(=O)Nc1c(F)cccc1F)C(=O)COc1ccc2c(C)cc(=O)oc2c1,-2.3,-1.9,-0.8,-3.5,5.2,2.9,0.3,-4.5,96.0,-7.7
CC(C)C(=O)Nc1nnc(SCC(=O)Nc2ccc3c(c2)OCCO3)s1,-1.5,-0.6,-0.4,-12.2,2.1,2.0,-0.1,8.2,95.0,6.2
CCOc1ccc(NC(=S)/C(=C(\[O-])c2ccc(C)c([N+](=O)[O-])c2)[n+]2ccccc2)cc1,-1.5,-0.2,-3.2,9.8,-13.3,-3.1,0.2,-7.2,95.0,0.2
Cc1ccn2cc(CCNS(=O)(=O)c3ccc4ccccc4c3)nc2c1,8.1,-0.6,3.7,-7.5,1.8,0.8,0.1,4.5,98.0,10.4
Cn1nc(-c2ccc3c(c2)OCCO3)c2ccccc2c1=O,-1.6,-1.9,-28.3,-5.9,5.0,1.1,2.0,-2.2,87.0,0.3
CS(=O)(=O)N(CC(=O)N1CCOCC1)c1cccc([N+](=O)[O-])c1,-2.6,2.3,10.9,-9.8,0.5,1.4,-0.2,17.0,101.0,-2.3
COC(=O)C1(NC(=O)NC2CCCCC2)CCCCC1,-0.8,-1.3,-11.1,-11.7,4.2,1.0,0.1,2.0,96.0,-2.8
O=[N+]([O-])c1ccc(CN2CCC(Cc3ccccc3)CC2)cc1,51.9,0.3,3.2,4.1,4.7,-2.5,-0.1,1.8,95.0,-5.7
OC1CNc2c(ccc3ccccc23)C1 (configuration not stated),-3.4,-1.5,-0.3,-5.4,-9.8,2.8,-0.2,-8.5,95.0,-0.3
CC(C)CC1NC2(C(=O)N(C)c3ccccc32)C2C(=O)N(C(C)C)C(=O)C12 (configuration not stated),-2.5,-0.3,7.7,-0.6,-4.3,-2.6,0.2,-1.4,99.0,12.9
COc1ccc2nc(/N=C(\N)NC(=O)C(C)(C)C)nc(C)c2c1,0.9,-0.8,x,-4.3,-1.9,1.7,0.0,-7.7,97.0,3.8
COc1ccccc1NC(=O)COc1cccc2c1CCNC2=O,-0.9,-0.8,9.4,1.0,-0.1,1.0,0.1,4.8,93.0,6.0
CSc1ccccc1NC(=O)CN(C)C(C)C(=O)NCc1ccc2c(c1)OCO2 (configuration not stated),-3.3,0.6,2.5,-13.9,0.3,2.2,0.3,0.8,96.0,1.2
CCOC(=O)COc1ccc(C(=O)c2ccccc2)c(O)c1,-2.2,-0.1,6.8,1.7,-2.5,-0.8,-0.1,10.4,94.0,3.1
CC(C)(C)Nc1nc(Cl)nc(NC2CCCCC2)n1,-13.4,4.6,-1.6,-0.5,0.1,0.1,0.1,2.4,98.0,-3.4
CSc1nnc(Cc2sc(-c3ccccc3)nc2-c2ccccc2)o1,-8.0,-1.4,-15.0,-14.6,1.5,-4.6,0.2,5.8,95.0,-2.6
O=C(c1ccncc1)N(Cc1cc2ccccc2[nH]c1=O)C1CCCCC1,-4.0,-2.7,14.0,9.2,-7.3,-0.2,0.2,7.2,103.0,-1.4
NS(=O)(=O)c1ccc(NC(=S)NNC(=O)c2cccs2)cc1,0.5,-1.4,-3.0,-12.8,-10.2,1.3,0.3,-7.5,99.0,x
Cc1ccc(-c2nc(-c3ccccn3)no2)cc1Cl,-1.1,1.2,1.4,-39.8,3.7,-21.5,-0.1,-1.9,96.0,0.7
CCC(=O)Nc1ccc2nc3c(=O)[nH]c(=S)[nH]c3nc2c1,-0.3,0.9,-6.0,-2.9,2.8,-1.1,-0.1,-15.6,100.0,-1.2
COc1ccccc1CC(=O)NNS(=O)(=O)c1ccc([N+](=O)[O-])cc1,-4.6,-0.2,-11.0,-0.3,1.6,0.4,-0.2,23.0,91.0,-15.7
COc1ccc(-c2csc(NC(=O)Cn3nc(C)cc3C)n2)cc1,-0.8,-2.2,-15.2,0.1,-5.7,-1.0,0.5,2.9,92.0,-12.8
CCCNC(=O)N1CCN(Cc2ccco2)CC1,-0.3,-1.5,-3.2,-4.1,5.6,2.1,-0.3,-1.5,102.0,3.8
Cc1ccc(Cc2nnc(SCC(=O)Nc3ccccc3)n(N)c2=O)cc1,-0.4,-2.2,-3.0,-3.4,8.7,-2.7,0.1,9.0,94.0,-6.1
CC[C@]1(c2ccccc2C)ON(c2ccccc2C(F)(F)F)C1=O,-6.9,0.8,-0.7,-7.7,-11.3,2.4,-0.1,6.2,101.0,-1.7
OCCc1ccc(O)c(-n2nc3ccccc3n2)c1,-10.7,1.0,-5.1,-4.9,-4.5,1.6,0.0,1.5,96.0,10.6

# Structures from the list above containing an NH in an aromatic ring:
SMILES,Exocytosis inh,MC4R barr agon,Vif inh,NOD2-RIPK2 inh,ABHD5-PLIN5 inh,N-glyco inh,aDG glyco up,MC4R antag cAMP,ABCB6 inh MLPCN,TLR9-MyD88 inh
COc1cccc(CN(C)C(=O)Cn2cc(C)c(=O)[nH]c2=O)c1,-5.1,-0.4,-5.8,10.7,-7.4,2.4,-0.4,4.8,102.0,-3.5
O=C(O)c1cccc(S(=O)(=O)N2CCCC(c3nc4c(nnn4Cc4ccccc4Cl)c(=O)[nH]3)C2)c1 (configuration not stated),-6.1,-0.3,10.1,-12.9,0.1,2.1,0.1,-13.0,98.0,-8.4
O=C(c1ccncc1)N(Cc1cc2ccccc2[nH]c1=O)C1CCCCC1,-4.0,-2.7,14.0,9.2,-7.3,-0.2,0.2,7.2,103.0,-1.4
CCC(=O)Nc1ccc2nc3c(=O)[nH]c(=S)[nH]c3nc2c1,-0.3,0.9,-6.0,-2.9,2.8,-1.1,-0.1,-15.6,100.0,-1.2
